MsrA act: bovine methionine sulfoxide reductase A activation; activation, % at 10.6 µM; purified bovine MsrA, absorbance read-out; 0.3% of 360,000 active; in the data active = activation above about 7.5%;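 note: 0% = vehicle and 100% = reference activator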
SUMO1-SIM PPI: SUMO1-SIM interaction modulation. 0.33% of 360,000 active. AID 602429. P63165. SUMO1 binding to a labelled peptide, TR-FRET, 1 h. inhibition, % at 20 µM; in the data active = inhibition above about 37%
LMPTP block: LMPTP (human) inhibition. P24666. recombinant LMPTP-A, OMFP fluorogenic substrate, fluorescence intensity. inhibition, % at 20 µM. 0.22% of 360,000 active. AID 651560;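 active = compounds that cut the enzyme signal by at least half of the control window in the single-dose screen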;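 note: plate controls were DMSO wells with enzyme plus substrate for no effect and substrate without enzyme for full effect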
Target sequence (P24666 whole entry, looked up): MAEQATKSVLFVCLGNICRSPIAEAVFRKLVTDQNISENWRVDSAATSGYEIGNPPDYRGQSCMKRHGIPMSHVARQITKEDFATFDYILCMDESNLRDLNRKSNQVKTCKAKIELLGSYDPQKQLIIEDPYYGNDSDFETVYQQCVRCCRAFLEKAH
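Material: LMPTP-A; amount: 0.625 nM enzyme; doses: single 20 µM dose; times: reaction 50 min, room temperature, dark; technique: fluorescence intensity of OMFP turnover product; benchmarks: no-enzyme and uninhibited controls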
E coli Lon inh: inhibitors of E. coli Lon protease. P0A9M0. purified E. coli Lon protease, fluorescence polarization. inhibition, % at 7.94 µM. 0.42% of 360,000 active; in the data active = inhibition above about 13%, passing the limit was not always enough;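 note: 0% = enzyme with probe and DMSO and 100% = no enzyme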
DNMT1 inh: DNMT1 (human) enzyme inhibition; DNMT1 molecular beacon, Hinp1I cleavage, fluorescence; inhibition (reported as % activation of signal), % at 10 µM; 0.83% of 360,000 active; AID 588458; in the data active = inhibition above about 50%
TbMetRS inhib: blocks T. brucei methionyl-tRNA synthetase activity | purified T. brucei MetRS, ATP depletion, Kinase-Glo luminescence | inhibition, % at 11.9 µM | 0.4% of 360,000 active | AID 624268;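 active = inhibition above a per-plate cutoff of the control wells' mean inhibition plus 3 SD, cut at about 5.5% in these data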;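 note: 0% = DMSO wells median and 100% = median of wells with control inhibitor compound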
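Dosing: 11.9 µM compound single dose, 0.9% DMSO; Assay system: purified T. brucei MetRS enzyme; Measured by: Kinase-Glo luciferase luminescence reporting remaining unconsumed ATP; Schedule: 15 min plus 2 h at 25 °C.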
STEP block: inhibitors of human striatal-enriched phosphatase STEP; inhibition, % at 20 µM; recombinant STEP, OMFP fluorogenic substrate, fluorescence; 0.25% of 360,000 active; AID 588621;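 active = inhibition at 20 µM, scaled per plate between control wells, above about 37%, limit read from the data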;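 note: 0% = DMSO with enzyme and substrate and 100% = substrate only without enzyme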
Target sequence (P54829 whole entry, looked up): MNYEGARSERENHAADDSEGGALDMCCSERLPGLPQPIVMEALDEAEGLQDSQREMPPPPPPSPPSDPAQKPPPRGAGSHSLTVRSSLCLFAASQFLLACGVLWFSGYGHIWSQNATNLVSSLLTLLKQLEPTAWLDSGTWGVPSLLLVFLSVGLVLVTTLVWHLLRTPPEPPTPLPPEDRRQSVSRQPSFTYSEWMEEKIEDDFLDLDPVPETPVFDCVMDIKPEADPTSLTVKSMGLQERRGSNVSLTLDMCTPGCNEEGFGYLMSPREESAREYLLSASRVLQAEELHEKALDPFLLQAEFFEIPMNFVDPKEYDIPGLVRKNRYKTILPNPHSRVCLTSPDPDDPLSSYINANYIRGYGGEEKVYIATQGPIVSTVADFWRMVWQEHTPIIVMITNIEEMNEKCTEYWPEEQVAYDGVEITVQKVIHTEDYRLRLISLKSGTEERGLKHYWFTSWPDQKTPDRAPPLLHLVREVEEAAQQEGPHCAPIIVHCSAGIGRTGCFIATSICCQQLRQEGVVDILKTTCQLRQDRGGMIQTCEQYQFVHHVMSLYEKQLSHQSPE
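Assay system: isolated STEP enzyme / Timing: 20 min at room temperature, dark / Doses: 20 µM, 1% DMSO / Technique: fluorescence intensity, excitation 480 nm, emission 540 nm / Reagent: fluorogenic phosphatase substrate OMFP at 25 µM final / Measure: percent inhibition scaled to no-enzyme and uninhibited-enzyme controls, plate-pattern corrected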
Scp1 inh: blocks human Scp-1 phosphatase activity; 0.88% of 340,000 active; Q9GZU7; AID 493091; Recombinant Scp1, phosphopeptide, malachite green phosphate absorbance; inhibition, % at 20 µM;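 active = inhibition above about 50% at 20 µM, limit read from the data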;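 note: plate controls were DMSO wells with enzyme for no effect and wells lacking enzyme for full effect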
Target sequence (Q9GZU7 76-261 limits assumed): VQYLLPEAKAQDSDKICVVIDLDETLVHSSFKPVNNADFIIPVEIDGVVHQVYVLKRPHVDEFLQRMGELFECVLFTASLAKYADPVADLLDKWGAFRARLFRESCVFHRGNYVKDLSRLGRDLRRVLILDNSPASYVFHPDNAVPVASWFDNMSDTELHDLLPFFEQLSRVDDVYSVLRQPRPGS
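Test system: SCP-1 phosphatase catalytic domain, residues 76-261; measured by: colorimetric phosphate reagent with accelerator and stabiliser, absorbance at 630 nm; timing: enzyme reaction 45 min at room temperature, colour 5 min, stabilisation 30 min; also added: Phosphorylated 17-residue peptide substrate; compound dosing: one concentration, 20 µM, with 1.0% DMSO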
NRP1-CendR mod: alters CendR peptide binding to human NRP-1; O14786; FAM-RPARPAR peptide binding to NRP-1, fluorescence polarization; inhibition, % at 25 µM; 0.85% of 360,000 active; AID 602438;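 active = inhibition or corrected inhibition above about 18%, plus a signal ratio from 0.5 to 1.5, limit read from the data, passing the limit was not always enough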; note: strong numbers were not always called active
MsrA inhibitor: inhibitors of bovine MsrA; purified bovine MsrA, absorbance read-out; inhibition, % at 15.5 µM; 0.75% of 360,000 active; AID 651718; in the data active = inhibition above about 4.5%;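 note: 0% = vehicle wells with enzyme and 100% = reference inhibitor wells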
* hit, by the source's call; nt = not tested or not shown.

SUMO1-SIM PPI	E coli Lon inh	TbMetRS inhib	DNMT1 inh	MsrA act	Scp1 inh	NRP1-CendR mod	STEP block	LMPTP block	MsrA inhibitor	mol
-8	0	-0.3	0	-4	-7	3	-2	-1.4	4.9*	O=C(N/N=C/C(Cl)=C/c1ccccc1)c1ccncc1
-1	5	-0.7	-2	-8	-1	-1	-3	-0.1	0.1	COc1cccc(-c2nc3c(c(=O)[nH]c(=O)n3Cc3ccccc3)n2CCO)c1OC(F)F
-1	-2	-0.6	1	-4	-4	7	-2	-2.4	1.6	O=C(Cc1ccccc1)NNC(=S)Nc1ccccc1
19	-78	0.7	67*	-6	0	-108	5	33	1.4	CNc1ccc(Br)cc(C(=O)/C=C/c2ccc(Cl)cc2Cl)c1=O
-1	-6	-0.8	4	-6	nt	-7	2	-0.3	0.8	C[C@@H]1CNC(=O)c2c(C(=O)NCc3ccc(CNC(=O)OC(C)(C)C)cc3)ncn21
-1	-4	-0.2	-1	-4	-6	4	2	0.2	0.1	CCCNC(=O)c1nc(C)n(-c2cc(Cl)cc(Cl)c2)n1
2	nt	-0.5	nt	nt	nt	-4	nt	-0.5	-0.9	CC(C)C(C(=O)NCc1ccccc1)N1CCN(c2ccccc2F)CC1 (stereo not drawn)
0	-1	-0.7	0	-8	-7	-4	-1	-2.5	-0.5	Cc1noc(C)c1COC(=O)c1ccc2c(c1)OCCO2
6	0	0.3	5	-3	3	0	11	-1.0	0.4	O=C(NN=Cc1c(F)cccc1F)c1ccccc1NS(=O)(=O)c1cccs1
0	-32	-0.2	0	-2	0	-26	-1	0.2	1.1	COc1ccccc1NC(=O)C1CCN(S(=O)(=O)c2ccc3c(c2)NC(=O)C(C)S3)CC1 (stereo not drawn)
-2	-6	0.1	3	-1	-2	7	10	-1.8	0.6	CCOc1ccc2[nH]c3c(=O)n(CCC4=CCCCC4)cnc3c2c1
4	5	-0.6	-5	1	-3	-11	2	-15	0.1	CCCN(CCC)C(=O)CSc1nc2n[nH]c(C)c2c(=N)n1-c1ccc(OC)cc1

Of the compounds above, these have two or more sulfur atoms.
SUMO1-SIM PPI	E coli Lon inh	TbMetRS inhib	DNMT1 inh	MsrA act	Scp1 inh	NRP1-CendR mod	STEP block	LMPTP block	MsrA inhibitor	mol
6	0	0.3	5	-3	3	0	11	-1.0	0.4	O=C(NN=Cc1c(F)cccc1F)c1ccccc1NS(=O)(=O)c1cccs1
0	-32	-0.2	0	-2	0	-26	-1	0.2	1.1	COc1ccccc1NC(=O)C1CCN(S(=O)(=O)c2ccc3c(c2)NC(=O)C(C)S3)CC1 (stereo not drawn)

Going on with the list.
SUMO1-SIM PPI	E coli Lon inh	TbMetRS inhib	DNMT1 inh	MsrA act	Scp1 inh	NRP1-CendR mod	STEP block	LMPTP block	MsrA inhibitor	mol
25	-5	0.3	3	-2	nt	-4	14	-1.9	-0.7	O=C(O)C1(C(=O)O)CCC2(CCCCC2)CC1
8	-1	-1.1	-26	-9	-10	82*	-2	3.7	1.4	O=C(Nc1ccc(C(F)(F)F)cc1)c1cc(S(=O)(=O)NCC2COc3ccccc3O2)ccc1F (stereo not drawn)
6	-10	-1.2	0	-3	-5	-3	-1	-1.9	-0.9	COC(=O)[C@]1(Cc2ccccc2)N[C@H](CN(C)S(=O)(=O)c2ccc(OC(F)(F)F)cc2)[C@@H]2C(=O)N(C)C(=O)[C@@H]21
-1	3	0.4	1	-3	-1	6	-1	2.3	4.5	CCOC(=O)c1cnc2ccccc2c1Nc1ccc(C(=O)O)cc1
-4	0	-0.5	-2	-1	-7	-4	0	-1.0	2.2	COc1ccccc1NC(=O)COC(=O)c1cnccn1
-12	-6	-0.7	-3	-10	-1	-10	-3	-0.2	1.0	COc1ccc(/C=C/C(=O)Nc2ccccc2C(N)=O)cc1S(=O)(=O)N1CCOCC1
-4	3	-2.1	nt	-11	nt	-25	nt	-0.9	1.0	O=C(NCc1ccccc1)C1c2ccccc2OCC(=O)N1Cc1cccnc1 (stereo not drawn)
-2	1	-0.7	2	-9	3	14	0	-0.9	-0.9	Cc1ccc(CC(=O)O/N=C(\N)c2ccncc2)cc1
4	-2	0.2	-2	-2	-12	6	2	0.9	0.1	COc1ccc(C(C)=O)cc1COc1cccc2c1OC(C)(C)C2
-13	-1	-0.2	3	-3	nt	-1	2	-0.9	1.1	COCC(O)Cn1ccnc1[N+](=O)[O-] (stereo not drawn)
6	-2	-0.2	22	-6	9	3	0	2.6	1.0	COc1ccc(F)cc1S(=O)(=O)Nc1cc2c3c(c1)CCN3C(=O)CC2
1	2	0.3	-1	0	3	12	-1	0.4	1.2	COCCSc1ccccc1C(=O)N1CCc2ccccc21

5 compounds already listed, arranged by their value in MsrA act, high to low:
SUMO1-SIM PPI	E coli Lon inh	TbMetRS inhib	DNMT1 inh	MsrA act	Scp1 inh	NRP1-CendR mod	STEP block	LMPTP block	MsrA inhibitor	mol
-4	0	-0.5	-2	-1	-7	-4	0	-1.0	2.2	COc1ccccc1NC(=O)COC(=O)c1cnccn1
6	-10	-1.2	0	-3	-5	-3	-1	-1.9	-0.9	COC(=O)[C@]1(Cc2ccccc2)N[C@H](CN(C)S(=O)(=O)c2ccc(OC(F)(F)F)cc2)[C@@H]2C(=O)N(C)C(=O)[C@@H]21
6	-2	-0.2	22	-6	9	3	0	2.6	1.0	COc1ccc(F)cc1S(=O)(=O)Nc1cc2c3c(c1)CCN3C(=O)CC2
-12	-6	-0.7	-3	-10	-1	-10	-3	-0.2	1.0	COc1ccc(/C=C/C(=O)Nc2ccccc2C(N)=O)cc1S(=O)(=O)N1CCOCC1
-4	3	-2.1	nt	-11	nt	-25	nt	-0.9	1.0	O=C(NCc1ccccc1)C1c2ccccc2OCC(=O)N1Cc1cccnc1 (stereo not drawn)

Further compounds follow.
SUMO1-SIM PPI	E coli Lon inh	TbMetRS inhib	DNMT1 inh	MsrA act	Scp1 inh	NRP1-CendR mod	STEP block	LMPTP block	MsrA inhibitor	mol
3	7	0.3	1	-2	-10	10	2	0.2	-1.0	O=C(NCCCSc1ccccc1)c1cnc(Cl)c(Cl)c1
2	-2	-1.3	-5	-9	7	3	1	-0.8	0.6	CCOC(=O)c1sc(NC(=O)CSc2ncccn2)c(C#N)c1C
2	-12	0.0	0	-4	-5	10	1	1.0	-0.3	O=C1CC(C(=O)N2CCCc3ccccc32)CN1c1ccc(F)cc1 (stereo not drawn)
4	3	1.1	1	-2	35	0	26	-1.7	nt	COc1cc(C2c3c(-c4ccccc4)n[nH]c3C(=O)N2c2ccc(C(=O)O)cc2)ccc1O (stereo not drawn)
-1	2	1.7	2	-3	-13	-7	-3	-1.8	2.0	CC1=C(C(=O)N2CCCC(CCC(=O)NCc3ccc(F)c(F)c3)C2)OCCO1 (stereo not drawn)
-1	-10	0.4	3	1	0	0	2	5.5	0.4	O=C1C(=O)N(CNc2cccnc2)c2ccccc21
-23	18*	-0.6	1	2	0	11	-1	2.7	0.1	O=C1c2ccccc2C(=O)c2c1cccc2N1CCN(CCO)CC1
-8	-6	-0.1	1	-7	-5	3	-5	-0.1	-0.5	CCOc1ccc(-n2c(SC)nc3c(c2=O)SCC3)cc1
0	-1	-1.0	4	-4	-14	-6	0	-0.9	0.1	CCc1cc(C(=O)OC)c(NC(=O)CC2NCCNC2=O)s1 (stereo not drawn)
-2	5	-1.2	-8	-4	-18	1	-2	5.7	2.9	CCCCOc1ccc(CNC(=S)N/N=C/c2ccc(OC)c(OC)c2)cc1
-7	-7	0.3	-2	-9	nt	0	-2	0.4	1.7	CCCS(=O)(=O)NC(=O)C1(C)CCN(C(=O)c2cc(C)oc2C)C1 (stereo not drawn)
1	-2	-0.3	0	-2	-1	3	-3	-1.7	-1.4	CCOc1ccc(S(=O)(=O)NCCC(=O)NCc2cccnc2)cc1
14	0	-0.3	-6	-2	6	3	0	1.8	0.1	CCSc1nnc(NC(=O)CSc2nnc(Cc3cccn3C)n2CCc2ccccc2)s1
-1	0	0.5	2	0	-1	5	-3	0.4	-0.1	O=C(O)COC(=O)C1C(c2ccccc2)C(C(=O)O)C1c1ccccc1 (stereo not drawn)

Two entries drawn at random from those above, as already listed:
SUMO1-SIM PPI	E coli Lon inh	TbMetRS inhib	DNMT1 inh	MsrA act	Scp1 inh	NRP1-CendR mod	STEP block	LMPTP block	MsrA inhibitor	mol
-1	-10	0.4	3	1	0	0	2	5.5	0.4	O=C1C(=O)N(CNc2cccnc2)c2ccccc21
-7	-7	0.3	-2	-9	nt	0	-2	0.4	1.7	CCCS(=O)(=O)NC(=O)C1(C)CCN(C(=O)c2cc(C)oc2C)C1 (stereo not drawn)
